Bioassay records from PubChem BioAssay.
AMA1 RON2 block: disrupts binding of P. falciparum AMA1 to RON2; AID 720542; Potency, µM (highest dose often 58.2 µM), for inactives: at the top dose activity change, negative = inhibition, actives largely listed as inhibitors; AlphaScreen AMA1-biotinylated RON2 peptide binding; 0.2% of 360,000 active;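 further: potency means the concentration at half of the fitted maximal effect; 0% = vehicle wells and -100% = peptide control; nearly all actives have a fitted effect of over 45% in size; some results filed as inactive show a strong effect at the top dose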
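AMA1 (3D7) with his tag at 25 nM final met compounds first, then biotinylated RON2 peptide at 25 nM; detection used donor plus acceptor beads, 10 µg/mL apiece, read by AlphaScreen after 30 min at room temperature.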
AmpC inh no detg: blocks E. coli AmpC beta-lactamase in detergent-free assay; P00811; AmpC nitrocefin hydrolysis, absorbance 480 nm, 0.0001% Triton; Potency, µM (highest dose often 57.1 µM), for the others: at the highest dose activity change, negative = inhibition, usual class: inhibitors; 0.52% of 330,000 active;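 further: potency means the concentration at half of the fitted maximal effect; plate controls were no compound for no effect and no enzyme for full effect; nearly all actives have a fitted effect of over 20% in size; some results filed as inactive show a strong effect at the top dose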
Target sequence (P00811 whole entry, looked up): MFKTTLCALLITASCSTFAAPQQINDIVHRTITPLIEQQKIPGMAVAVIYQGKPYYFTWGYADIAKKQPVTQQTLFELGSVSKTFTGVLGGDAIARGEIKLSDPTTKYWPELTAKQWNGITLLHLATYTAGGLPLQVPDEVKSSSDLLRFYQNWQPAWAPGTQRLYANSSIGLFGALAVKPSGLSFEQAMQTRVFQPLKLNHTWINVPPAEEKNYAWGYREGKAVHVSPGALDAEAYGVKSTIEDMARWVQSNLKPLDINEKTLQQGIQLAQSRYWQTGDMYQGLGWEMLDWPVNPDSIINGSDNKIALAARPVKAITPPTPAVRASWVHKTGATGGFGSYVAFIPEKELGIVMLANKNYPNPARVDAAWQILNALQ
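AmpC (5.3 nM in the dispensed reagent) in 20 mM phosphate pH 7.0 with 0.01% (detergent screen) or 0.0001% Triton X-100 was preincubated with compounds for 15 min at room temperature. Nitrocefin was then added from an 800 uM solution, and hydrolysis was followed at 480 nm.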
LmPK inhibitor: LmPK (Leishmania mexicana) enzyme inhibition. Q27686. purified LmPK, Kinase-Glo ATP luminescence, 1 h. Potency, µM (highest dose often 57.5 µM), without a hit: at the highest dose activity change, negative = inhibition, most hits filed as inhibitors. 0.37% of 290,000 active. AID 1721; further: potency means the concentration at half of the fitted maximal effect
Target sequence (Q27686 whole entry, looked up): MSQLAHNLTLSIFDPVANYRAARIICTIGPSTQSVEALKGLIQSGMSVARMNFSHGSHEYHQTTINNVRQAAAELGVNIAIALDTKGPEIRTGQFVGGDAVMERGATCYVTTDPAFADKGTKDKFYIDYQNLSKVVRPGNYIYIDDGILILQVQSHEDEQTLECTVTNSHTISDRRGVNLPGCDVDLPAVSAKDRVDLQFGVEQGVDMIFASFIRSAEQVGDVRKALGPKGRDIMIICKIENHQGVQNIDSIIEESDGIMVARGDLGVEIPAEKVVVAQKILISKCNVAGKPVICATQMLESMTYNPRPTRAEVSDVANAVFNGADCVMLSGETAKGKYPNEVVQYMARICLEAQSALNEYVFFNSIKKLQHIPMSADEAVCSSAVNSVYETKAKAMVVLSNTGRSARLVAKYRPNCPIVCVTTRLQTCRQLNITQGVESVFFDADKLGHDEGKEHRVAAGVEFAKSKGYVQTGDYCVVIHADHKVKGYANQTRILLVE
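Purified LmPK (0.1 nM) converted ADP (0.1 mM) to ATP with PEP (0.5 mM) in imidazole buffer pH 7.2 with KCl and MgCl2, 1 h at room temperature. ATP was read by Kinase-Glo luminescence; data normalized to uninhibited and no-enzyme controls.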
HCMV antiviral: blocks human cytomegalovirus replication; HFF cells, HCMV-luciferase reporter, 72 h; active compounds read low; activity change, negative = inhibition, % at 57.5 µM; 4.5% of 410,000 active; AID 1259415; in the data active means activity change below about -60%; inconclusive means no clear call, values can overlap the other calls; inactive means above about -39%
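Inhibition of viral replication was scored as loss of reporter luminescence in HFFs infected with HCMV-luciferase (MOI 1 PFU/cell) for 72 h; compounds tested at 2 doses, normalized to buffer and Salinomycin controls.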
HCV inhibitor: HCV inhibition | Potency, µM (doses to about 41.8 µM), without a hit: at the highest dose activity change, negative = inhibition, hits mostly inhibitors | Huh7.5.1 HCVcc-Cre infection, luciferase reporter, 44 h | 3.4% of 340,000 active; further: potency means the concentration at half of the fitted maximal effect
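HCVcc-Cre virus at an moi near 0.5 was added right after compound to cells cultured 4 h from seeding (1,000 cells/well). Luciferase activity was determined 44 h later, 15 min after substrate addition at RT.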
AmpC detergent: inhibitors of E. coli AmpC beta-lactamase with detergent. 0.041% of 370,000 active. Potency, µM (highest dose often 114 µM), inactives show top-dose activity change, negative = inhibition, hits mostly inhibitors. AmpC hydrolysis of nitrocefin, absorbance 480 nm, 0.01% Triton. P00811;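 further: potency means the concentration at half of the fitted maximal effect; 0% = no-compound wells and -100% = no-enzyme wells; nearly all actives have a fitted effect of over 25% in size; some results filed as inactive show a strong effect at the top dose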
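AmpC (5.3 nM in the dispensed reagent) in 20 mM phosphate pH 7.0 with 0.01% (detergent screen) or 0.0001% Triton X-100 was preincubated with compounds for 15 min at room temperature. Nitrocefin was then added from an 800 uM solution, and hydrolysis was followed at 480 nm.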
TbPYK inhibitor: inhibitors of Trypanosoma brucei pyruvate kinase. 0.12% of 410,000 active. TbPYK enzyme, Kinase-Glo Plus ATP luminescence, 45 min. AID 624173. Potency, µM (series often up to 76.8 µM), for the others: at the top dose activity, negative = inhibition, actives largely listed as inhibitors; further: potency means the concentration at half of the fitted maximal effect; nearly all actives have a fitted effect of over 50% in size
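In this concentration-response screen, enzyme-free wells defined baseline while DMSO plates tracked drift. Each reaction combined TbPYK, substrate, compound and 130 uM ADP for 45 min at room temperature. Kinase-Glo Plus luminescence gave the signal.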
Numbers without * were called inactive; ? = inconclusive; . = not tested or not shown; & = joins results of further samples; [ ] = another dose, or the depositor's remark. Unless noted, the call rests on the fitted dose curve; in most records, active means well fitted curve in the direction sought with a large enough effect; inconclusive means small, poorly fitted or top-dose-only effect, or another doubt; inactive means no such curve, though single readings can be large; an effect the other way counts as inactive or inconclusive. Unless noted, on the % scale 0 is the no-effect control and ±100 the full control effect.

Structure | AMA1 RON2 block | AmpC inh no detg | LmPK inhibitor | HCMV antiviral | HCV inhibitor | AmpC detergent | TbPYK inhibitor
Cc1cccc(NC(=O)COC(=O)COc2ccc3c(c2)CCC3)c1 | 7.0% | -21.8% | . | 38.3 | 20.0% | -2.1% | 0.1%
O=C1Cc2cc(NS(=O)(=O)c3cc(F)ccc3F)cc3c2N1CCC3 | -0.3% | ? | . | . | 0.8%[8.37 µM] | ? | -21.3%
Cn1c(-c2ccc(F)cc2)cc2onc(-c3ccccc3Cl)c2c1=O | -3.4% | -20.9% | . | 70.5 | 15.1% | -1.7% | -4.3%
CCNC(=S)N1CCC(NC(=O)c2ccco2)CC1 | 2.4% | -22.1% | -0.5% | -23.8 | 13.8% | -7.0% | 6.8%
COc1cc(/C=N/NC(=O)CN2CC(c3ccccc3)CC2=O)ccc1OC(=O)N(C)C (stereo not drawn) | 35.7%[activator] | 96.7%[activator] | -1.5% | -28.3 | 16.0% | -2.0% | -2.0%
Cc1cccc(CCNC(=O)CCNC(=O)Cn2ccc3ccccc3c2=O)c1 | 5.4% | 4.5% | -5.9% | -39.9 | 30.8%[activator] | ? | -1.8%
COC(=O)c1[nH]c2ccc(Cl)cc2c1NC(=O)C1CC1 | -5.2% | -3.3% | 0.7% | 24.4 | -27.3% | -14.9% | 1.1%
CC1=C(C(=O)OCCOC(C)C)C(c2cc3c(cc2Br)OCO3)CC(=O)N1 (stereo not drawn) | -6.1% | 22.1% | 0.4% | 45.6 | 11.1% | 1.4% | 1.4%
O=C(Nc1ccc(S(=O)(=O)Nc2nccs2)cc1)c1ccc(S(=O)(=O)N2CCOCC2)cc1 | 1.2%[11.6 µM] | -31.9% | 0.5% | 18.2 | 7.6% | 6.5% | -11.6%
CSc1nncc(/C(C)=N/O)n1 | -10.5% | -11.3% | -1.4% | -23.1 | 30.9%[activator] | -12.8% | -11.3%
COC(=O)c1ccc(NC(=O)Cn2nc(C)c3ccccc3c2=O)cc1 | -1.2% | -24.5% | 2.9% | -24.3 | 2.7% | ? | -0.6%
CCOc1ccc(C2CC(=O)n3nc(-c4ccc(C)cc4)nc3S2)cc1OC (stereo not drawn) | . | . | . | -0.7 | . | 10.6% | -6.4%
CCn1c(CC(=O)Nc2ccccc2C)nnc1SCC(=O)NC1=NCCS1 | -10.6% | -0.2% | -1.1% | 13.3 | 24.7% | 0.4% | -4.3%
Cc1occc1C(=O)NN1C(=O)C2C3CCC(O3)C2C1=O (stereo not drawn) | -11.9% | -14.1% | 0.2% | 13.5 | 30.3%[activator] | -2.8% | 1.3%
NC(=O)CC(NC(=O)c1ccc(Br)cc1)c1ccc(NC2CCCCC2)c([N+](=O)[O-])c1 (stereo not drawn) | -6.5% | -28.6% | 0.3% | -29.2 | 24.5% | -15.0% | -3.8%
N#C/C(=C\c1cn[nH]c1-c1ccccc1)C(=O)NC1CCCCCC1 | -3.7% | -18.7% | 4.0% | -37.4 | 25.1µM* | ? | -2.3%
CC(=O)c1sc2nc(-c3ccc(C)cc3)c3c(c2c1N)CCCC3 | 43.6%[activator] | 13.0% | 2.3% | ? | ? | -1.8% | 0.9%
COc1cc(C(=O)NCc2cc(C)nc3ccccc23)cc(OC)c1OC | -8.3% | -4.2% | -3.8% | 74.2 | -4.3% | 5.6% | -4.6%
O=C(Nc1ccc(O)c(-c2nc3ccccc3s2)c1)c1cccs1 | -4.0% | -28.7% | 4.1% | -9.2 | ? | ? | -19.8%
CC(=O)Nc1ccc(S(=O)(=O)N2CCN=C2SCc2cccc(C)c2)cc1 | -1.5% | 13.5% | 7.6% | -5.8 | ? | -13.1% | 7.3%
CCOC(=O)C1(C)CCCN1C(=O)c1cccs1 (stereo not drawn) | -3.2% | . | . | -20.9 | . | . | -5.2%
COc1cc(C(=O)NCC(=O)OCC(=O)N2CCc3ccccc32)cc(OC)c1OC | -11.2% | 2.8% | -3.4% | 30.5 | 33.6%[activator] | -9.9% | -5.7%
CCCCC(=O)Nc1c(-c2ccc(OC)c(OC)c2)c(=O)c2ccccc2n1C | 3.1% | -12.3% | -0.8% | 26.7 | 6.9% | ? | -0.9%
CC12CN3CC(C)(CN(C1)C3c1c[nH]c3ccccc13)C2=O (stereo not drawn) | 2.7% | -1.6% | 4.2% | 35.6 | 7.0% | -12.9% | -5.1%
COC(=O)C1=C(C)NC(C)=C(C(=O)OC)C1C(=O)OCC(=O)c1ccc(Br)cc1 | 5.8% | 28.8% | . | -11.9 | -7.0% | -3.2% | -8.1%
O=c1[nH]c(=S)n(-c2ccc(Br)cc2)c(O)c1C=Nc1ccc(N2CCOCC2)cc1 | 33.7%[activator] | -43.2% | -0.8% | -28.7 | 5.7% | 0.4% | -29.5%
Clc1ccc(-c2ccc(C=Nc3ccc(N4CCOCC4)cc3)o2)cc1 | -2.2%[11.6 µM] | -11.2% | 0.1% | -61.8* | 16.5% | ? | 1.5%
CCN(CCNS(=O)(=O)c1ccc2c(c1)oc(=O)n2C)c1ccccc1 | -9.5% | -12.8% | 4.5% | 31.1 | -0.4% | -11.8% | 0.4%
O=C(CCN1CCOCC1)NNC(=O)Nc1cccc(Cl)c1 | 26.5% | -11.3% | -1.7% | -1.9 | 11.8% | -5.1% | -1.1%
O=c1cc(-c2ccccc2)nc2nc(CCc3ccccc3)[nH]n12 | -0.8% | -14.8% | 6.0% | 7.0 | 13.0% | -2.7% | -9.9%
CCc1c(CN2CCN(c3cccc(C)c3)C(C)C2)csc1C (stereo not drawn) | . | . | . | -21.9 | . | -5.1% | 0.2%
COc1ccc(C(=O)NCC(C)NC(=O)c2ccc(OC)cc2)cc1 (stereo not drawn) | -4.4% | . | . | -4.2 | -4.7% | . | -4.1%
O=C(CSc1nc2c([nH]c3ccccc32)c(=O)n1-c1ccccc1)c1ccccc1 | . | . | . | 50.1 | . | -5.5% | -5.3%
CCOC(=O)c1c(O)c2ccccc2n(C)c1=O | -6.0% | -22.2% | 0.7% | 18.2 | 13.8% | 1.3% | 0.7%
O=C(COC(=O)c1ccccc1F)Nc1ccc(S(=O)(=O)N2CCOCC2)cc1 | -7.4% | -41.2% | . | ? | 32.1%[activator] | . | -12.6%
O=C1NC2(CCCCO2)CO1 (stereo not drawn) | 8.1% | -2.8% | -4.5% | 17.6 | 6.2% | ? | -0.5%
COc1cccc(CN2CC(C(=O)NCCCn3cccn3)CCC2=O)c1 (stereo not drawn) | 2.6% | -8.3% | -3.9% | 58.0 | 4.3% | 0.7% | -3.9%
Cc1ccc(S(=O)(=O)N/N=c2\sc3ccccc3n2C)cc1 | 18.8% | -18.3% | -2.4% | 22.3 | -1.8% | 0.9% | -6.1%
Cc1c(C(=O)N2CCCc3ccccc32)oc2ccccc12 | -5.3% | -9.5% | 8.2% | -29.6 | 10.9% | -9.2% | -2.5%
CC1CCCCC1NS(=O)(=O)c1ccc2c(c1)CC(=O)N2C (stereo not drawn) | 2.5% | -5.1% | -0.9% | 26.2 | -8.8% | -6.7% | 1.7%

Profiles, looked up by structure:
`Cc1ccc(S(=O)(=O)N/N=c2\sc3ccccc3n2C)cc1` in the list: AMA1 RON2 block = 18.8%; AmpC inh no detg = -18.3%; LmPK inhibitor = -2.4%; HCMV antiviral = 22.3; HCV inhibitor = -1.8%; AmpC detergent = 0.9%; TbPYK inhibitor = -6.1%
`O=c1[nH]c(=S)n(-c2ccc(Br)cc2)c(O)c1C=Nc1ccc(N2CCOCC2)cc1` in the list: AMA1 RON2 block = 33.7%[activator]; AmpC inh no detg = -43.2%; LmPK inhibitor = -0.8%; HCMV antiviral = -28.7; HCV inhibitor = 5.7%; AmpC detergent = 0.4%; TbPYK inhibitor = -29.5%

Remaining list, next part.
Structure | AMA1 RON2 block | AmpC inh no detg | LmPK inhibitor | HCMV antiviral | HCV inhibitor | AmpC detergent | TbPYK inhibitor
COc1ccc(C(=O)Nc2cnc3ccccn3c2=O)cc1 | 5.0% | -12.1% | -17.4% | 0.0&63.1 | -3.3% | -7.5%&3.6% | 5.0%&-9.2%
CCOc1ccc(CNC(=O)c2ccc3nc(C(C)C)oc3c2)cc1 | . | . | . | 0.8 | . | 0.6% | 0.0%
O=S(=O)(c1cnc(Cl)c(Cl)c1)N1CCc2ccccc21 | 24.0% | -25.1% | 3.0% | 0.0 | ? | 11.2% | 3.1%
O=C(NCc1ccccn1)c1cc2c(ccc3ccccc32)oc1=O | 55.3%[activator] | -0.3%[2.29 µM] | 0.4% | 0.0 | 17.2% | -4.4% | 1.9%
Cc1ccc(Cn2c(C(=O)Nc3cccc(Cl)c3)cc3sccc32)cc1 | . | . | . | 5.2 | . | 14.7% | 0.7%
O=C(O)C1CCCCC1C(=O)Nc1cc(C(F)(F)F)ccc1Cl (stereo not drawn) | -3.6% | 0.2% | 7.1% | 30.1 | 7.6% | -4.1% | -10.0%
CN1CCN(S(=O)(=O)c2ccc(NC(=O)c3ccccc3Cl)cc2)CC1 | 22.6% | -11.8% | 3.7% | 49.2 | 13.3% | ? | 3.2%
COc1ccc(C(=O)N2CCNC(=O)C2CC(=O)Nc2ccc(C)cc2)cc1 (stereo not drawn) | 8.5% | 11.3% | 2.8% | 3.2 | 4.1% | ? | 1.0%
CC(C)CCOc1cccc(OCC(=O)N(C)C2CCS(=O)(=O)C2)c1 (stereo not drawn) | 36.1%[activator] | 46.8% | 1.5% | -17.5 | -7.3% | ? | -17.0%
O=C(O)C1CCCCC1C(=O)NCCc1c[nH]c2ccccc12 (stereo not drawn) | 0.0% | -41.8% | 1.7% | 10.0 | 10.4% | ? | 0.7%
CNC(=O)c1cc(S(=O)(=O)N(C)C)ccc1Cl | -4.4% | -1.8% | -6.3% | 40.2 | 17.1% | -7.0% | -2.7%
COc1ccc(-c2nc(CCNC(=O)c3ccccc3)cs2)cc1OC | . | . | . | 14.4 | . | 2.1% | -1.9%
Fc1ccc(-c2nc3ccc(Br)cn3c2Cc2ccsc2)cc1 | 0.0% | . | . | 2.8 | . | . | 2.6%
Cc1ccc2c(c1)N1C(=O)c3ccccc3C1C1=C(CC(C)(C)CC1=O)N2 (stereo not drawn) | -15.2% | -10.3% | 3.8% | ? | 8.6% | -0.2% | 2.8%
CC1CCCN(CCCNC(=O)Cn2ncc3c([nH]c4ccccc43)c2=O)C1 (stereo not drawn) | . | . | . | 29.4 | . | 13.9% | 4.2%
O=C(Nc1cccc2cccnc12)c1ccc(Br)cc1Br | -17.3% | -19.8% | 1.2% | . | -6.3% | ? | -8.3%
